Source: PubChem BioAssay
POLB inh – inhibitors of human DNA polymerase beta. Pol beta primer extension/strand displacement, fluorescence kinetic. Potency, µM (top dose mostly 114 µM), without a hit: at the highest dose activity change, negative = inhibition, hits mostly inhibitors. 340,000 compounds, 1.3% hits. AID 485314; note: potency is the fitted concentration of half-maximal effect; % is set by controls: 0 for no effect and ±100 for the full control effect
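Homogeneous kinetic assay of primer extension and strand displacement by 10 nM Pol beta, preincubated 15 min at room temperature with compound before 50 nM substrate (final) was added. Read at 0 and 10 min; four-parameter Hill fit.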
APE1 inh – APE1 (human) endonuclease inhibition | recombinant APE1, TAMRA/BHQ-2 abasic DNA cleavage fluorescence | Potency, µM (top dose mostly 65.8 µM), for the others: at the top dose activity change, negative = inhibition, most hits filed as inhibitors | 350,000 compounds, 0.35% hits;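 note: potency is the fitted concentration of half-maximal effect; plate controls were vehicle for no effect and reference inhibitor for full effect; nearly all actives have a fitted effect of over 55% in size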
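Quantitative HTS: incision of a TAMRA/BHQ-2 double-stranded substrate bearing a tetrahydrofuran abasic site by 0.75 nM APE1 raises fluorescence. Substrate 50 nM final, added after 15 min compound preincubation at room temperature; progress as third-minus-first kinetic read difference.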
ERG Ets-DNA blk – inhibitors of human ERG Ets domain-DNA interaction | P11308 | fluorescence polarization, His-ERG Ets domain / labelled DNA | Potency, µM (titrated, usually from 76.9 µM), for the others: at the highest dose FP activity, negative = inhibition, most hits filed as inhibitors | 370,000 compounds, 0.028% hits; active = well fitted inhibition curve with a large enough effect in the polarisation, with a control signal flat; inconclusive = small, poorly fitted or top-dose-only effect, or effect the other way, or a change in a side signal; inactive = no such curve, though single readings can be large or run the other way; the % refers to the polarisation;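 note: polarization taken with two DNA probes labelled with fluorescein and Texas red; potency is the fitted concentration of half-maximal effect; % of control where 0% means no effect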
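His-tagged ERG Ets domain (1 uM in the protein solution; 300mM KCl, 50mM Tris-HCl, 1mM EDTA, 1mM DTT, pH 7.5) received compound, then a probe mix of 5 nM fluorescein-DNA and 100nM Texas-615-DNA. Fluorescence polarization was read for both dyes.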
12-LOX inh – blocks human arachidonate 12S-lipoxygenase; P18054; purified 12hLO, xylenol orange hydroperoxide absorbance; Potency, µM (titrated, usually from 108 µM), without a hit: top-dose activity change, negative = inhibition, usual class: inhibitors; 580,000 compounds, 1.1% hits; AID 1671190; note: potency is the fitted concentration of half-maximal effect; % is set by controls: 0 for no effect and ±100 for the full control effect
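Purified human 12hLO (150 nM final) in 25 mM Hepes, 0.01% Triton X-100, pH 7.0 was preincubated 15 min at room temperature with compound. Then 40 uM arachidonic acid was added, 30 min. Hydroperoxide was read by Fe-XO absorbance ratio 573/405 nm.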
Anesthetic bind – binds horse apoferritin like a general anesthetic; P02791; apoferritin/1-aminoanthracene competitive binding, fluorescence; Potency, µM (doses to about 77.5 µM), for the others: at the highest dose activity change, negative = displacement, hits mostly inhibitors; 350,000 compounds, 0.074% hits; note: potency is the fitted concentration of half-maximal effect; % is set by controls: 0 for no effect and ±100 for the full control effect; nearly all actives have a fitted effect of over 20% in size
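In PBS, apoferritin at 10 uM is loaded with 1-AMA from a 50% saturated solution. After 10 min of compound exposure at ambient temperature, reduced 535 nm fluorescence indicates probe displacement.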
POLK inh – DNA polymerase kappa (human) inhibition. Q9UBT6. purified Pol kappa, fluorescent DNA synthesis assay, 10 min. Potency, µM (highest dose often 107 µM), without a hit: at the top dose activity, negative = inhibition, actives largely listed as inhibitors. 400,000 compounds, 0.53% hits; note: potency is the fitted concentration of half-maximal effect; % is set by controls: 0 for no effect and ±100 for the full control effect
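50 nM final substrate added after 15 min RT preincubation of 10 nM Pol kappa with compound; fluorescence read at 0 and 10 min.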
POLI inh – DNA polymerase iota (human) inhibition; Pol iota fluorescent replication assay, 10 min; 390,000 compounds, 1% hits; Q9UNA4; Potency, µM (doses to about 115 µM), for inactives: top-dose activity, negative = inhibition, usual class: inhibitors; note: potency is the fitted concentration of half-maximal effect
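Pol iota at 10 nM preincubated 15 min with compounds at room temperature; reaction started with fluorescent substrate, 50 nM final. Fluorescence read kinetically at 0 and 10 min; buffer-only wells as negative control.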
BLM inh – Bloom syndrome helicase (human) inhibition | AID 2528 | recombinant BLM DNA unwinding, fluorescence dequenching | Potency, µM (titrated, usually from 56.1 µM), for the others: at the highest dose activity change, negative = inhibition, usual class: inhibitors | 350,000 compounds, 0.2% hits;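 note: potency is the fitted concentration of half-maximal effect; plate controls were vehicle for no effect and no enzyme for full effect; nearly all actives have a fitted effect of over 35% in size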
Target sequence (P54132 whole entry, looked up): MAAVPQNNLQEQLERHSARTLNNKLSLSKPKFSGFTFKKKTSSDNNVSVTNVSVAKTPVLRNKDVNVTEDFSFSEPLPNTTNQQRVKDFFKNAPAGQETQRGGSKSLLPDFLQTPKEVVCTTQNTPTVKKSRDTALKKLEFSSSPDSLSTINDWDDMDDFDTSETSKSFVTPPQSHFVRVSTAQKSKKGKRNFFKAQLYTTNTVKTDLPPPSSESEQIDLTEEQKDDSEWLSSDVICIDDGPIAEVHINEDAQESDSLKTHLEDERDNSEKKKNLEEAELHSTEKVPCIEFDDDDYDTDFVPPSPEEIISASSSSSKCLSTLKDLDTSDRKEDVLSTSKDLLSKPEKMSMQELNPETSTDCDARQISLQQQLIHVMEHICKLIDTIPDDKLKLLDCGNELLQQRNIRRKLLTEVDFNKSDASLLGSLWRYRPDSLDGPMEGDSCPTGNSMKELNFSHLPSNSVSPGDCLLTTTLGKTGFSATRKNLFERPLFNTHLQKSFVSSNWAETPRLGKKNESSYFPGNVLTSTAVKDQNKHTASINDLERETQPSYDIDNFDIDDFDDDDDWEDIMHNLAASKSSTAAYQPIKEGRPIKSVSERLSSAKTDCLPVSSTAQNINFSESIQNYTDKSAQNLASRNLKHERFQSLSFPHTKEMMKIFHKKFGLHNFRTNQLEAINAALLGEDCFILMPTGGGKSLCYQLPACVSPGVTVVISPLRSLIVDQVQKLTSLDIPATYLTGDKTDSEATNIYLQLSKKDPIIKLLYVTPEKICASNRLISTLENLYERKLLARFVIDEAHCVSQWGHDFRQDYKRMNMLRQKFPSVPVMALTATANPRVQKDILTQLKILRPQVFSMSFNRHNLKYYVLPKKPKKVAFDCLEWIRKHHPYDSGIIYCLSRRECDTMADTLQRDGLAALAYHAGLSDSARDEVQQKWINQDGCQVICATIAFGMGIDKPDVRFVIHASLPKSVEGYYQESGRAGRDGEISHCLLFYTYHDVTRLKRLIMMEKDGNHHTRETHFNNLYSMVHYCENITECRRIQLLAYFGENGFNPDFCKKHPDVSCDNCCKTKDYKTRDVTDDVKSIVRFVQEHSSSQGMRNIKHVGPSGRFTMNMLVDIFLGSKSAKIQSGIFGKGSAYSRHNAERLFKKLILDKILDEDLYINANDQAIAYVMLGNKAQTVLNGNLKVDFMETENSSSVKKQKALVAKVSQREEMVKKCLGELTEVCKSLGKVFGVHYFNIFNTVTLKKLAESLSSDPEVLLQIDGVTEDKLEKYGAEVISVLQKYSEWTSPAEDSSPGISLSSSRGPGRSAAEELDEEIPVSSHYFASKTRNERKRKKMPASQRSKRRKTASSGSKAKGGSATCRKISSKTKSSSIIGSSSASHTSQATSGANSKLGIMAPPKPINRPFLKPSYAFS
TRHR ag – agonists of human TRH receptor. TRHR cells, calcium flux fluo-8, FDSS agonist mode. activation, % at 2 µM. 360,000 compounds, 0.18% hits; in the data active = activation above about 30%; note: 0% is about no effect
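Fluo-8-loaded TRHR cells; 10 s baseline, compound added, kinetic Ca2+ fluorescence read 1/s, agonist mode.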
An asterisk follows results filed as active; ? = inconclusive; · = not tested or not shown; & = joins results of further samples; [ ] = dose if it differs, or a comment. Unless noted, calls come from the whole dose curve; as a rule, active = well fitted curve in the direction sought with a large enough effect; inconclusive = small, poorly fitted or top-dose-only effect, or another doubt; inactive = no such curve, though single readings can be large; an effect the other way counts as inactive or inconclusive. Some of the compounds tested; the hit share may differ from the screen's.

SMILES	POLB inh	APE1 inh	ERG Ets-DNA blk	12-LOX inh	Anesthetic bind	POLK inh	POLI inh	BLM inh	TRHR ag
COc1ccc(N2CCN(C(=O)c3ccc(CS(=O)c4cccc(C)c4)o3)CC2)cc1 (configuration not stated)	28%&-12%	15%	0%&3%	?	-17%&-12%	6%&-4%	14%&16%	1%&2%	-0.4&-0.5
Cn1nc(-c2ccc(C(=O)N3CCN(CCO)CC3)cc2)c2ccccc2c1=O	39%	21%	-5%	-9%	-12%	-1%	-14%	-4%	-0.1
CCOc1cc(S(=O)(=O)NCc2ccccc2)ccc1Br	1%	1%	9%	-2%	?	-5%	46%[activator]	-11%	-0.3
Cc1ccc(Cn2nc(C)c(NC(=O)CCCn3nc([N+](=O)[O-])c(Cl)c3C)c2C)cc1	1%	-5%	-2%	-4%	-13%	-15%	16%	1%	0.0
O=C(COc1cc(F)ccc1[N+](=O)[O-])N1N=C(c2cccs2)CC1c1ccco1 (configuration not stated)	·	21%	2%	-15%	·	-15%	?	·	0.2
COCCNC(=O)CN1C(=O)NC2(CCOc3ccccc32)C1=O (configuration not stated)	1%	80%[activator]	14%	-1%	11%	5%	20%	0%	0.7
COc1ccc(CNc2nc3c(-c4ccccc4)nnn3c3ccccc23)cc1	-16%	·	-4%	0%	116%[activator]	-8%	15%	-4%	-0.3
CC(=O)c1cccc(NC(=O)CC(C)n2ccnc2)c1 (configuration not stated)	16%	15%	-6%	0%	-3%	1%	-28%	0%	0.1
COc1cccc(-c2nccc(NCc3ccccc3OC)n2)c1	·	2%	·	?	·	-8%[60.1 µM]	·	-2%	·
O=C(Cc1ccc(F)cc1)N1CCC(c2nc3c(nnn3Cc3ccc(F)cc3)c(=O)[nH]2)CC1	19%	·	-1%	-20%	?	1%	36%[activator]	2%	-0.3
COCCn1cnnc1SCC(=O)Nc1sccc1C(N)=O	?	-2%	-4%	2%	-2%	-17%	?	-17%	-0.1
Cc1cc(C(=O)CSc2nnnn2-c2ccc(Cl)cc2)c(C)n1CC1CCCO1 (configuration not stated)	-9%	-7%	·	-3%	-1%	-6%	6%	-2%	-0.3
CN(Cc1nc(-c2ccc3c(c2)OCO3)no1)CC1(N2CCOCC2)CCCCC1	?	0%	11%	5%	-9%	-15%	44%[activator]	-4%	0.7
O=C(COC(=O)c1c2ccccc2cc2ccccc12)NCC(F)(F)F	2%	-5%	4%	-20%	25%	-10%	26%	-7%	0.6
COc1ccccc1-n1c(C)cc(/C=C2\C(=N)N3N=C(CC(=O)N4CCOCC4)SC3=NC2=O)c1C	22%	7%	-8%	-21%	?	0%	14%	0%	0.3
CC(C)NC(=O)NC(=O)CN1C(=O)NC2(CCc3ccccc3C2)C1=O (configuration not stated)	21%	-15%	-2%	-11%	-10%	-11%	2%	0%	0.5
Cc1ccc(C(=O)NNC(=O)c2cccs2)cc1	23%	-2%	8%	3%	-1%	7%	28%	-1%	-0.4
COc1ccc(C)cc1NC(c1nnc(-c2ccccc2)o1)c1ccc(F)cc1Cl (configuration not stated)	29%	·	-7%	4%	-4%	10%	7%	-10%	1.1
CC(C)CNC(=O)COC(=O)C1c2ccccc2Oc2ccccc21	3%	-9%	8%	15%	-2%	-18%	143%[activator]	1%	-0.1
COC(=O)c1ccc(Cn2cnc3c(sc4nc(N5CCOCC5)c5c(c43)CCCC5)c2=O)o1	1%	6%	1%	0%	-1%	-10%	?	-10%	0.1

Reformatted with values under each structure: entries from further up
Values run as follows: POLB inh, APE1 inh, ERG Ets-DNA blk, 12-LOX inh, Anesthetic bind, POLK inh, POLI inh, BLM inh, TRHR ag
Cn1nc(-c2ccc(C(=O)N3CCN(CCO)CC3)cc2)c2ccccc2c1=O
 : 39%, 21%, -5%, -9%, -12%, -1%, -14%, -4%, -0.1
CCOc1cc(S(=O)(=O)NCc2ccccc2)ccc1Br
 : 1%, 1%, 9%, -2%, ?, -5%, 46%[activator], -11%, -0.3
COCCn1cnnc1SCC(=O)Nc1sccc1C(N)=O
 : ?, -2%, -4%, 2%, -2%, -17%, ?, -17%, -0.1
COc1ccc(N2CCN(C(=O)c3ccc(CS(=O)c4cccc(C)c4)o3)CC2)cc1 (configuration not stated)
 : 28%&-12%, 15%, 0%&3%, ?, -17%&-12%, 6%&-4%, 14%&16%, 1%&2%, -0.4&-0.5

Further structures follow:
SMILES	POLB inh	APE1 inh	ERG Ets-DNA blk	12-LOX inh	Anesthetic bind	POLK inh	POLI inh	BLM inh	TRHR ag
O=C(COc1ccc(-n2ccnc2)cc1)Nc1cccc(F)c1	-10%	0%	-9%	-2%	2%	-17%	32%	-4%	-0.3
O=[N+]([O-])c1ccc(SCc2ccncc2)nc1	21%	13%	12%	-36%	-9%	9%	7%	-4%	-0.8
Cc1ccc(C(=O)N/N=c2\oc3ccccc3cc2C(N)=O)cc1	19%	20%	4%	0%	7%	-21%	1%	-2%	-0.7
COCC(=O)Nc1nc2n(n1)C(c1ccccc1)CC(c1ccc(OC)cc1)N2 (configuration not stated)	0%	2%	-2%	-23%	270%[activator]	-4%	26%	3%	1.8
CCc1ccc(NC(=O)CS(=O)CC(=O)NCC2OCCc3ccccc32)cc1 (configuration not stated)	-3%	16%	1%	6%	-6%	-2%	-12%	-2%	-0.6
CN(C)Cc1ccccc1-c1cncnc1NCc1ccccc1	·	0%	·	-8%	2%	-7%[60.1 µM]	·	-13%	·
COc1ccc(-c2csc3nc[nH]c(=O)c23)cc1OC	5%	59%[activator]	-3%	79%[activator]	2%	-7%	?	-1%	-1.2
CCn1c(=O)c(CCC(=O)N2CCN(c3ccccn3)CC2)c(C)c2c(C)nn(-c3cccc(C)c3)c21	-5%	-21%	5%	0%	0%	-2%	-18%	-3%	-1.1
COc1ccccc1CNc1ncnc2ccc(-c3c(C)noc3C)cc12	·	-3%	·	?	-10%	-3%[60.1 µM]	·	1%	·
Cc1cccc2cc(C(c3nnnn3Cc3ccccc3)N3CCN(c4ccccc4)CC3)c(=O)[nH]c12 (configuration not stated)	1%	4%	-3%	-17%	-16%	-6%	6%	-3%	0.0
COc1ccc(-c2cc(C(F)(F)F)n3nc(C(=O)Nc4sc5c(c4C#N)CCC(C)C5)cc3n2)cc1OC (configuration not stated)	-15%	·	-8%	-24%	5%	-9%	12%	-1%	1.2
COCCNC(=S)N1CCc2cc(OC)c(OC)cc2C1c1cccs1 (configuration not stated)	8%	3%	-13%	-3%	-4%	-6%	6%	-7%	12
Cc1nn(C)cc1NC(=O)c1nn(C)cc1[N+](=O)[O-]	44%	1%	3%	-1%	4%	-5%	126%[activator]	4%	0.0
COc1ccc(N2CCN(C(=O)c3ccc(CNS(=O)(=O)c4cc(C)ccc4C)cc3)CC2)cc1	?	13%	-8%	1%	-17%	-17%	12%	-6%	-0.5
CCc1ccccc1N1CC(C(=O)N2Cc3ccccc3CC2C(N)=O)CC1=O (configuration not stated)	·	3%	-10%	-8%	·	-6%	-8%	·	·
O=C(Cc1cccc(NC(=O)C2CCCN(C(=O)C3CCCCC3)C2)c1)Nc1ccc(C(=O)N2CCCCC2)cc1 (configuration not stated)	·	·	-4%	-10%	·	-2%	16%	·	·
O=C(c1ccc2[nH]c(=O)c(=O)[nH]c2c1)N1CCN(c2ccccc2)CC1	12%	26%	14%	2%	-4%	-7%	19%	-4%	0.5
C=CCn1c(=O)c(C(=O)Nc2cc(C)ccn2)c(O)c2ccccc21	-4%	-2%	-1%	9%	-6%	-2%	72%[activator]	-10%	-0.3
Cc1ccc(C)c(NC(=S)NNC(=O)c2csc(C)c2C)c1	12%	0%	0%	-21%	-19%	-11%	6%	0%	-0.2
CCc1cccc(NC(=O)c2ccc(CNc3c(N4CCCC4)c(=O)c3=O)cc2)c1	6%	-3%	0%	-14%	-5%	-7%	-24%	-3%	-0.3
O=C(c1ccco1)N1CCC2(CC1)CN(Cc1cc(C(F)(F)F)cc(C(F)(F)F)c1)C2	·	6%	·	?	·	7%[60.1 µM]	·	-6%	·
Cc1ccc(-n2nc3c(n2)/C(=N/O)CC/C3=N\O)cc1	-3%	2%	-2%	?	4%	-13%	99%[activator]	1%	-1.1
COc1cccc(C(c2nnnn2Cc2ccc(F)cc2)N2CCC(C(N)=O)CC2)c1OC (configuration not stated)	-1%	-3%	9%	?	-12%	-7%	-5%	-3%	0.2
CCn1c2ccccc2c2cc(C3N=C(N)Nc4nc5ccccc5n43)ccc21 (configuration not stated)	16%	-1%	·	5%	-22%	0%	8%	2%	-0.5
CCOc1cc(/C=C2\SC(=N)N(c3nonc3N)C2=O)ccc1OCCN1CCOCC1	3%	13%	4%	-18%	?	-5%	-6%	-1%	0.4
COc1ccc(/C=C(\NC(=O)c2ccccc2)C(=O)N2CCCCC2)cc1OC	1%	9%	-2%	3%	-10%	-1%	12%	3%	0.5
CC(C)(C)[C@@H]1COC(=O)[C@H](Cc2ccc(F)cc2)C/C=C\C[C@@H](CC(=O)N(CCO)Cc2ccccc2)C(=O)N1	·	3%	6%	-4%	·	7%	-3%	·	·
O=C(N/N=C/c1ccccc1)c1[nH]ncc1Br	1%	-4%	-6%	3%	-7%	-2%	96%[activator]	1%	0.6
O=C(CCCc1c[nH]c2ccccc12)NCc1cccs1	30%	-7%	-4%	0%	-13%	-1%	3%	-6%	-1.7
Cc1occc1C(=O)Nc1cccnc1	1%	-4%	-1%	3%	-2%	-9%	21%	0%	-1.5
COCCCN(CCNC(=O)c1ccc(NC2=NC3CS(=O)(=O)CC3S2)cc1)Cc1ccco1 (configuration not stated)	13%	11%	10%	-1%	-5%	6%	-16%	0%	0.2
O=C(COc1ccc([N+](=O)[O-])cc1)N(C1CCCCC1)C1CCS(=O)(=O)C1 (configuration not stated)	·	-4%	2%	-4%	·	-15%	24%	·	0.8
O=C(NNc1cccc(Cl)c1)c1cccnc1Cl	5%	-1%	11%	?	-6%	-11%	-13%	-3%	0.0
